Screening results (PubChem)
Fam108B inh – blocks mouse Fam108B hydrolase in RBBP9 counter-screen; inhibition, % at 9.51 µM; hit rate 0.33% among 300,000; AID 1947; recombinant Fam108B, FP-Rh probe fluorescence polarization;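 active = inhibition above the screen mean inhibition plus 3 SD, computed separately per campaign, cut at about 18% in these data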;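 also: inhibitors lower polarization as less probe binds the enzyme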
PME-1 inh – PME-1 (human) inhibition; Q9Y570; recombinant PME-1, FP-Rh probe fluorescence polarization; inhibition, % at 5.9 µM; hit rate 0.53% among 320,000; AID 2130;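 active = inhibition above the campaign mean of all compounds plus 3 SD, cut at about 26% in these data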;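 also: competitive labeling of PME-1 active site by serine hydrolase directed probe; 0% = PME-1 with DMSO and 100% = wells lacking PME-1 enzyme; inhibitors block probe labeling so polarization falls and inhibition rises; many of its hits are not listed in these tables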
Target sequence (Q9Y570 whole entry, looked up): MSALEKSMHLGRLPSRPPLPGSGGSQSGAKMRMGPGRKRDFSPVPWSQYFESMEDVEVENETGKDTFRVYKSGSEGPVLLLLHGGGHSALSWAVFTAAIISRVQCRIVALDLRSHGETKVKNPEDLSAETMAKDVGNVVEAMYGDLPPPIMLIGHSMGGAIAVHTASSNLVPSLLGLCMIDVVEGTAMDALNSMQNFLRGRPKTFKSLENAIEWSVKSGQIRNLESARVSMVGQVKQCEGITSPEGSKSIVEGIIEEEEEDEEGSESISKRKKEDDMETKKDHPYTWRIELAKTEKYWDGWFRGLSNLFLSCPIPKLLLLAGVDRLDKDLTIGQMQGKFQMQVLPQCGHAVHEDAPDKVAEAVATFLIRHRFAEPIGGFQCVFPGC
MEX-5 binding – C. elegans MEX-5 TCR-2 RNA binding activity; Q9XUB2; MEX-5/FITC-TCR2 RNA binding, fluorescence polarization; active compounds read low; activity score (negative = inhibition of binding), % at 10 µM; hit rate 0.38% among 300,000; AID 1832;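 active = inhibition past about -25% in most replicates, and total fluorescence under double the plate's negative control median, limit read from the data; inconclusive = replicates evenly split on the limit, or fluorescence at least double controls; inactive = too little inhibition in most replicates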;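 also: 0% = DMSO and -100% = 5 µM competing unlabeled TCR2 RNA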
GLD-1 RNA inh – GLD-1-TGE RNA interaction inhibition (C. elegans); Q17339; purified GLD-1 + fluorescein TGE RNA, fluorescence polarization; inhibition, % at 5.96 µM; hit rate 0.44% among 320,000; AID 2280;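 active = percent inhibition above a per-plate cutoff, the plate mean of test compounds plus 3 SD, cut at about 30% in these data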;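 also: 0% = DMSO wells with GLD-1 and probe and 100% = wells lacking GLD-1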
Efflux pump mplx – blocks antifungal efflux pumps in multiplex yeast assay | S. cerevisiae Candida pump triplex, Nile Red efflux | inhibition, % at 10 µM | hit rate 0.44% among 330,000 | AID 485275;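 active = plate passing quality check with inhibition over a set limit, or well fluorescence over plate mean plus 4 SD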;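 also: Nile Red retained in pooled yeast measured as flow cytometry median fluorescence; 0% = buffer negative control and 100% = Enniatin B positive control; higher means more Nile Red kept so more efflux inhibition; some compounds called inactive have numbers as strong as hits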
MCL1 BIM primary – disrupts human MCL1 binding to BIM-BH3 peptide | hit rate 0.68% among 320,000 | GST-MCL1 / FITC-Bim-BH3 fluorescence polarization | inhibition, % at 10.9 µM;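 active = inhibition above the mean inhibition of all tested compounds plus 3 SD, set per campaign, cut at about 40% in these data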;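 also: 0% = DMSO wells and 100% = unlabeled Bim-BH3 peptide control; higher means more loss of mP so more displacement of Bim peptide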
Target sequence (Q07820 whole entry, looked up): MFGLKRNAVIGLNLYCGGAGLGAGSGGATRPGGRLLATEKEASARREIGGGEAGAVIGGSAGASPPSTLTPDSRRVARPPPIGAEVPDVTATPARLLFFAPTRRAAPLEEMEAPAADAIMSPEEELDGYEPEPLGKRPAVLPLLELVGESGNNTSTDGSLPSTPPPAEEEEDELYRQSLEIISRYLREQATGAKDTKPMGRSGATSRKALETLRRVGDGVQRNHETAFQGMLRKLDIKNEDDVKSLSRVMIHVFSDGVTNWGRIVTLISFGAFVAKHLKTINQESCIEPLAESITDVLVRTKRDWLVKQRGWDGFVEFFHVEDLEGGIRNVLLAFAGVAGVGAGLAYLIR
GRK2 inh – inhibitors of human GRK2 displacing RNA aptamer; inhibition of aptamer binding, % at 10 µM; bead flow cytometry, FAM-aptamer displacement from GRK2; hit rate 0.59% among 330,000; P25098;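 active = inhibition of aptamer binding above 40%, roughly 3 SD of noise, on plates passing a quality check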;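 also: median bead fluorescence of bound FAM aptamer so fluorescent compounds give negative values; no value below 0 was filed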
VLA-4 inh – inhibition in a human VLA-4 binding assay | VLA-4 expressing cells, ligand binding flow cytometry | hit rate 0.2% among 330,000 | P13612 | inhibition, % (about 7 µM as worked out from the volumes in the protocol); in the data active = inhibition above about 50%
BCLXL inh – Bcl-xL (human) inhibition; AID 2129; hit rate 0.7% among 320,000; inhibition, % at 10.9 µM; GST-Bcl-xL / FITC-Bim BH3 peptide fluorescence polarization; Q07817;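 active = inhibition above the mean of all tested compounds plus 3 SD, cutoff set per campaign, cut at about 30% in these data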;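 also: 0% = DMSO wells and 100% = unlabeled Bim-BH3 peptide competitor; inhibitors lower millipolarization by displacing the labeled peptide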
Target sequence (Q07817 whole entry, looked up): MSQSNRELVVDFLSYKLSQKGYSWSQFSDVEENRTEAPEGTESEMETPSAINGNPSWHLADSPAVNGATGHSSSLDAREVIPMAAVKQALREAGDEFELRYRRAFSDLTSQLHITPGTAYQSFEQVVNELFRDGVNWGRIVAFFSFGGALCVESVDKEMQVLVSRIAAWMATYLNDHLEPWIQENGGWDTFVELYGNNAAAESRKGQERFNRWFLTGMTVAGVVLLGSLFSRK
Starred values were filed as active, the others as inactive; u = inconclusive; x = not tested or not shown.

SMILES | Fam108B inh | PME-1 inh | MEX-5 binding | GLD-1 RNA inh | Efflux pump mplx | MCL1 BIM primary | GRK2 inh | VLA-4 inh | BCLXL inh
Cc1nc(CSc2ccc(Cl)cc2)cc(NCc2ccccc2)n1 | 6 | -5 | 0.0 | 0 | 0.1 | 5 | 0 | -4 | 1
CC1=C(C(=O)OC(C)C)C(c2ccncc2)n2ncnc2N1 (stereo not given) | 0 | -2 | -0.7 | 4 | 0.0 | 10 | 0 | 8 | 2
CN1CCC(=O)N([C@H](CSc2ccccc2)c2ccccc2)CC1 | 1 | 2 | -2.3 | 0 | -0.1 | 7 | 1 | 1 | 3
O=C(NCc1ccc2c(c1)OCO2)C1CCN(C(=O)Nc2ccc(Cl)cc2)CC1 | 4 | 5 | 0.6 | 2 | -0.1 | 10 | 0 | 1 | 4
COC(=O)CCC(=O)Nc1cccc2ccccc12 | 4 | 3 | -0.7 | 2 | -0.2 | 10 | 0 | 6 | 10
O=C(N=C1SC2CS(=O)(=O)CC2N1c1ccccc1Cl)C1CCCO1 (stereo not given) | -2 | 2 | 0.7 | 2 | -0.1 | -4 | 3 | 2 | -3
O=C(CCS(=O)(=O)c1cccs1)Nc1ccc(C(=O)NC2CCCC2)cc1 | -2 | 3 | -1.1 | 2 | 0.1 | 4 | 0 | 5 | 4
COC(=O)Cc1[nH]nc2c1C1(C(=O)N(Cc3ccccc3)c3ccccc31)C(C#N)=C(N)O2 (stereo not given) | 5 | 2 | -0.8 | -1 | -0.3 | 2 | 0 | -1 | -5
COCc1nnc(NS(=O)(=O)c2ccc(C)cc2)s1 | 3 | -4 | 1.5 | 3 | -0.1 | 1 | 0 | 3 | 3
COc1ccc(C2N(c3ccc(F)cc3)C(=O)C3CCCN32)cc1 (stereo not given) | -2 | 3 | 3.4 | 0 | 0.0 | 0 | 0 | 0 | 2
NS(=O)(=O)c1ccc(CCNC(=O)C(=O)NCC2OCCN2S(=O)(=O)c2ccc(Cl)cc2)cc1 (stereo not given) | 5 | 3 | -0.6 | -4 | -0.1 | 4 | 0 | -2 | -4
CN(C)c1ccc(CN(C)C2CCCCC2)cc1 | -2 | 0 | -1.8 | -3 | -0.1 | 9 | 0 | -1 | 8
CCOC(=O)N1CCN(c2nnc(-c3ccccc3)c3ccccc23)CC1 | -1 | -6 | -0.6 | 3 | 0.0 | 2 | 2 | 10 | 4
NCCCCCC(=O)Nc1ccncc1 | 1 | -5 | 5.4 | 5 | 0.1 | -1 | 3 | 1 | 3
COc1cccc(NC(=O)CN(C)C(=O)CSc2ncnc3sc(C)c(C)c23)c1 | 8 | -3 | 1.4 | 6 | -0.1 | -11 | 3 | 5 | -13
CN1CC(=O)Nc2ccc([N+](=O)[O-])cc2C1=O | -2 | -1 | -0.5 | 9 | -0.1 | 0 | 0 | 0 | 4
S=C(Nc1ccc(Br)cc1)NC1CCCCC1 | 0 | 2 | 0.2 | -5 | 0.1 | -1 | 6 | 10 | 1
CCc1ccc(NC(=O)/C(C#N)=C/c2cc3ccc(C)cc3nc2N2CCOCC2)cc1 | -4 | 0 | -41* | 3 | 0.0 | -7 | 0 | x | 1
COC(=O)c1ccc(C(=O)NCCCCO)cc1 | 3 | 8 | 0.3 | 5 | -0.1 | 5 | 0 | 9 | 6
CCN1CCN(S(=O)(=O)c2ccc(Cl)c(C(=O)N(C)C(c3ccccc3)c3ccccc3)c2)CC1 | 2 | 0 | -5.4 | 6 | 0.0 | -21 | 1 | 5 | -17
Cc1ccc(NC(=O)COC(=O)C2CCC2)cc1S(=O)(=O)N1CCOCC1 | x | x | x | 6 | 0.1 | x | 27 | 0 | x
Cc1ccc(/C=C2\SC(=S)N(CCCC(=O)Nc3ccccc3C(=O)O)C2=O)cc1 | -1 | 5 | -5.7 | 2 | -0.1 | 9 | 1 | 5 | 6
N#Cc1c(-c2ccc(F)cc2)noc1N | 1 | -2 | 0.3 | 3 | -0.2 | -3 | 1 | -6 | 2
CCCCNC(=O)N1CCc2[nH]c3ccccc3c2C1 | x | x | 0.1 | x | 0.0 | x | 3 | 1 | x
CCSc1ncc(Cl)c(C(=O)Nc2cc(C)ccc2C)n1 | 0 | 2 | 6.3 | -11 | 0.0 | -1 | 1 | 12 | 0
COC/C=C/C1=CC2=CC(=O)C(C)(OC(=O)c3cnc4ccccc4n3)C(=O)C2=CN1CCN1CCOCC1 (stereo not given) | 1 | -1 | 1.1 | 14 | 0.2 | 37 | 0 | 2 | 28
Cc1ccsc1/C=N/NC(=O)CN1CCN(S(=O)(=O)c2ccc(Br)cc2)CC1 | 0 | 4 | 0.4 | 3 | -7.4 | 7 | 2 | 5 | 1
Cc1cccc(-n2c(SCc3ccc([N+](=O)[O-])cc3)nnc2-c2c[nH]c3ccccc23)c1 | -2 | -4 | -1.1 | 3 | -0.1 | -6 | 2 | 18 | -7
CCN(C(=O)COC(=O)c1[nH]c(C)c(C(C)=O)c1C)c1c(N)n(Cc2ccccc2)c(=O)[nH]c1=O | x | 1 | x | -7 | 0.1 | -21 | 0 | -4 | -12
COc1ccccc1CN1CC(C(=O)N2CCCCCCC2)CCC1=O (stereo not given) | -2 | 0 | 0.1 | 2 | -0.1 | 1 | 0 | -14 | 4
Oc1cccc(Nc2nc(O)c(/C=C3\C=Nc4ccccc43)s2)c1 | 44* | 28* | x | -113 | 0.2 | -107 | 2 | -39 | -61
CC(OC(=O)C1=Cc2ccccc2OC1)C(=O)NC1CCCC1 (stereo not given) | -4 | -3 | 0.6 | 1 | 0.0 | 2 | 2 | 14 | 2
O=C(C1CCN(Cc2ccccc2)CC1)N1CCCC1 | 5 | 0 | -1.5 | -1 | 0.0 | 4 | 0 | 18 | 12
COc1cccc(N2CCN(C(=O)CSc3ccc(F)cc3)CC2)c1 | 8 | -7 | x | 7 | 0.2 | 7 | 0 | 4 | 6
CCOc1ccc(NC(=O)N2CCC(NC(=O)C(Cc3ccc(OC)c(OC)c3)NC(C)=O)CC2)cc1 (stereo not given) | 1 | -1 | -0.9 | 1 | -0.1 | 1 | 1 | 7 | 4
CN1C(=O)CSc2ccc(NC(=O)N3CCN(c4ccccn4)CC3)cc21 | -3 | 11 | -7.2 | -1 | 0.9 | 5 | 0 | -3 | 1
Cc1cc(C(=O)N2CCN(c3ccc([N+](=O)[O-])cc3)CC2)no1 | 1 | 5 | 0.0 | 4 | 0.1 | 7 | 5 | -1 | 3
Nc1ccc2c(c1)nnn2-c1ccccc1 | -3 | 8 | -1.1 | -4 | 0.0 | -1 | 1 | 7 | 1
CCCn1c(C)cc(=O)c2cc(NC(=O)c3ccccn3)ccc21 | 3 | 5 | 0.8 | 2 | 0.0 | 4 | 1 | 36 | -1
COc1cc(OC)cc(-c2oc(=O)c3cc(OC)c(OC)cc3c2C#CCCCO)c1 | x | -1 | x | 0 | 0.1 | -9 | 0 | 0 | -4
Cc1ccn2c(NC3CCCCC3)c(C)nc2c1 | 2 | 0 | 0.2 | 7 | 0.7 | -6 | 0 | -2 | 3
CCN(CC)c1nc(C#N)cc(-c2ccc(OC)cc2)n1 | -6 | -3 | -7.7 | 5 | 0.0 | 4 | 0 | -7 | -1
CCn1c(=O)c(C(=O)NNS(=O)(=O)c2ccc(Cl)cc2)c(O)c2ccccc21 | 0 | -1 | 0.1 | 0 | 0.3 | 1 | 0 | -4 | -1
COc1cc(/C=N/Nc2nc3ccccc3[nH]c2=O)ccc1O | 3 | 12 | u | 1 | 0.1 | 7 | 0 | -2 | 5
Cc1cccc(N2CCc3c2nc2ccc(Br)cc2c3N)c1 | -1 | 17 | -12 | 6 | 0.1 | 1 | 0 | -1 | 5
O=C(CNC(=O)c1ccc(Br)o1)Nc1ncccc1O | 6 | -3 | -9.2 | 16 | 0.1 | 6 | 0 | -3 | 5
O=C(Nc1cccc2c1C(=O)NC2=O)c1ccc(S(=O)(=O)N2CCCC2)cc1 | 3 | 1 | x | 36* | -0.1 | 27 | 6 | 5 | 31*
Cc1cc(=O)[nH]c(N/N=C/c2cccs2)n1 | -1 | -7 | 0.8 | -1 | 0.3 | 1 | 0 | 14 | -2
O=C(NCCC(=O)N(CCc1ccccc1)Cc1ccccc1)c1ccc([N+](=O)[O-])cc1 | 0 | 6 | -1.2 | 7 | -0.1 | 5 | 0 | -1 | 1
O=C(CC1C(=O)NCCN1C(=O)Nc1ccccc1)Nc1cc(Cl)ccc1Cl (stereo not given) | -1 | -1 | 0.6 | 0 | -0.1 | 6 | 1 | 10 | 2
Cc1cc(Nc2ccc3ccccc3c2)n2ncnc2n1 | 1 | 6 | x | -3 | 0.1 | -6 | 2 | 6 | 4
C=CCn1c(SCC(=O)Nc2sccc2C#N)nc2sc(C)c(C)c2c1=O | -8 | -14 | -1.0 | 0 | 0.2 | 2 | 1 | 17 | 1
COc1ccc(-c2c(C#N)c(C)nc3c2C(=O)c2ccccc2-3)cc1 | 4 | 3 | -2.3 | 8 | 0.1 | -3 | 2 | 4 | 1
Cc1ccc2oc(=O)n(CCC(=O)Nc3ccc(N4CCOCC4)cc3)c2c1 | 3 | -3 | -1.4 | 0 | 0.0 | 14 | 0 | 5 | 3
CCOC(=O)Cn1c2ccccc2n2nc(CCC(=O)O)c(=O)nc12 | -1 | 1 | 1.8 | 0 | 0.1 | -6 | 0 | -3 | 3
O=C(Nc1ccc2c(c1)OCO2)C1CCCN1C(=O)Nc1ccccc1 (stereo not given) | -2 | -4 | 2.2 | -5 | 0.0 | 0 | 4 | 6 | 4
N#Cc1ccccc1NC(=O)COc1ccccc1C(=O)Nc1ccccc1 | x | x | x | 2 | 0.4 | x | 2 | 5 | x
O=C(CCC(NC(=O)OCc1ccccc1)C(=O)OCc1ccccc1)NCC(=O)OCc1ccccc1 (stereo not given) | -4 | 0 | 0.1 | 11 | -0.1 | 2 | 0 | 9 | 8
O=C(NC1CCCCC1)c1cc(-c2ccc(F)cc2)on1 | -2 | -7 | -0.3 | 1 | -0.2 | 3 | 2 | -2 | 6
Cc1ccc(Cn2c(-n3nc(C)cc3C)nc3c2c(=O)[nH]c(=O)n3C)cc1 | -1 | -2 | -0.2 | 4 | 0.2 | 6 | 1 | 5 | 4
Continued.
SMILES | Fam108B inh | PME-1 inh | MEX-5 binding | GLD-1 RNA inh | Efflux pump mplx | MCL1 BIM primary | GRK2 inh | VLA-4 inh | BCLXL inh
CCOC(=O)C1CCCN(S(=O)(=O)c2ccc3c(c2)C(C)(C)C(=O)N3C)C1 (stereo not given) | 2 | 5 | 0.1 | 4 | -0.1 | 0 | 0 | -11 | 4
CSCC[C@H](NC(=O)OC(C)(C)C)C(=O)N1CCC(C(=O)N[C@@H](C)C(=O)NCc2ccc(F)cc2)CC1 | 0 | 0 | 0.5 | 2 | 0.1 | 8 | 0 | 25 | 8
CCOc1ccccc1NS(=O)(=O)N(C)C | 8 | -6 | -0.6 | 4 | -0.1 | 4 | 0 | -3 | 2
CCN1C(=O)CC(C(=O)NC)SC1=Nc1cc(Cl)c(O)c(Cl)c1 (stereo not given) | 4 | 1 | -0.7 | 0 | -0.1 | 2 | 1 | 8 | 6

These rows are one share of the data, so the mix of outcomes need not match the whole.
